Source: PubChem BioAssay
Eya2 phos inh = blocks the phosphatase activity of human Eya2. 330,000 compounds, 0.006% hits. O00167. Potency, µM (series often up to 76.9 µM), for inactives: at the top dose activity, negative = inhibition, hits mostly inhibitors. AID 488837. recombinant Eya2, OMFP fluorescence dephosphorylation (OMFP is methylfluorescein phosphate); further: potency means the concentration at half of the fitted maximal effect
Target sequence (O00167 whole entry, looked up): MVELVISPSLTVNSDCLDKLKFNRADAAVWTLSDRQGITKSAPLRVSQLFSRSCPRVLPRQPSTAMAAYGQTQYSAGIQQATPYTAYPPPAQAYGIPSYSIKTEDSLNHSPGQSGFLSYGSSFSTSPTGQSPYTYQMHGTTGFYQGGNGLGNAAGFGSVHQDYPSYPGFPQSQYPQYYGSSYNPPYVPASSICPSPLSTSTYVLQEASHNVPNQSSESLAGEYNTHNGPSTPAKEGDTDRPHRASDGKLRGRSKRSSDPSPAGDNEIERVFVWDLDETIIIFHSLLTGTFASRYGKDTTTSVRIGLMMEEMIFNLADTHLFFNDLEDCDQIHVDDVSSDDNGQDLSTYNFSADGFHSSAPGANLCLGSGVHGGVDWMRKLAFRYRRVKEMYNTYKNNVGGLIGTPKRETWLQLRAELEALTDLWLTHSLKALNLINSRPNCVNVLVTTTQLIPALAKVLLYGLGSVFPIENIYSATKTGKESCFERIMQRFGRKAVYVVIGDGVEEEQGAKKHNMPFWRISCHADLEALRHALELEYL
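Eya2 protein (added as 0.2 uM solution) was preincubated with compound for 10 min at ambient temperature in 50 mM HEPES pH 7.5, 50 mM NaCl, 5 uM MgCl2, 0.05% BSA, 1 mM DTT. OMFP (added at 50 uM) then reacted 10 min; fluorescence read at 485/525 nm.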
Giardia kill = kills Giardia lamblia; Giardia lamblia trophozoite viability; activity change, % at 7.66 µM, hits read low; 340,000 compounds, 0.15% hits; AID 540267; in the data active means activity change below about -80%; inconclusive means between about -30% and that limit;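 further: parasites exposed to compound for two days anaerobically before the ATP read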
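ATP-content bioluminescence gauges trophozoite survival. Cells (100/well) receive compound and incubate anaerobically for 48 hrs at 37 deg C; detection reagent follows for 15-30 min at room temperature.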
hERG WT inh = inhibitors of human wildtype KCNH2 potassium channel | U2OS, BacMam KCNH2, thallium flux FluxOr; hits give low values | activity change, % at 1.84 µM | 340,000 compounds, 0.37% hits;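 active means maximum activity change below -70%; inconclusive means maximum activity change between -70% and -50%; inactive means maximum activity change above -50%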
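U2OS cells transduced with wild-type KCNH2 virus are loaded with FluxOr dye for 45 min, and thallium flux is measured in kinetic reads before and after stimulation buffer. Rate constants are normalized to DMSO controls.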
KCNH2 3.1 inh = blocks the human KCNH2 3.1 channel isoform | activity change, % (tested at about 1.8 µM) | AID 720553 | 340,000 compounds, 0.95% hits | U2OS KCNH2 3.1, thallium flux FluxOr; hits give low values;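 active means maximum activity change below -70%; inconclusive means maximum activity change from -70% to -50%; inactive means maximum activity change above -50%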;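 further: thallium influx rate constant from kinetic fluorescence after stimulation buffer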
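Channel expression came from 3.1 mutant virus (1.77 x 10^8 /mL) applied to suspended U2OS cells for 4 h. Flux was tracked with FluxOr dye plus Red40 quencher, and kinetic rate constants normalized to controls.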
FBPA coupling cs = inhibits coupling enzyme system, counter-screen for aldolase hits | coupling enzyme system counterscreen, AmpLite Red fluorescence | activity change, negative = inhibition, % at 58.2 µM, hits read low | 290,000 compounds, 0.67% hits | AID 2472; in the data active means activity change below about -30%
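Counterscreen of the coupled detection system alone, without aldolase: glyceraldehyde-3-phosphate coupling enzymes plus AmpLite Red readout. Compounds at 57.5 uM final, 10 min RT preincubation, 20 min RT reaction, fluorescence 525/598 nm.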
BCR signal inh = blocks chronic active B-cell receptor signaling; ABC-DLBCL IkBa-CBG/CBR reporter, luminescence ratio, 4 h; Potency, µM (doses to about 46.1 µM), for the others: at the top dose ratio change, negative = lower green/red ratio, hits mostly inhibitors; 340,000 compounds, 0.05% hits; AID 493014; active means well fitted inhibition curve with a large enough effect in the signal ratio, with a control signal flat, not every such curve was filed as active; inconclusive means small, poorly fitted or top-dose-only effect, or effect the other way, or a change in a side signal; the % refers to the signal ratio;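 further: potency means the concentration at half of the fitted maximal effect; plate controls were basal doxycycline-induced cells for no effect and cells given 10 µM MG132 for full effect; MG132 reads +100%, hits lower the ratio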
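TMD8 human ABC-DLBCL cells with doxycycline-inducible IκBα–green luciferase fusion and unfused red luciferase, in 0.5% FBS medium; compounds up to 46 uM, 4 h at 37C. Green/red luminescence ratio, filter-overlap corrected, fitted to concentration-response curves.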
USP2a inh = USP2a (human) protease inhibition; USP2 core, Ub-CHOP2 coupled fluorogenic reporter, 485/531; 330,000 compounds, 0.01% hits; Potency, µM (highest dose often 38.3 µM), without a hit: top-dose activity change, negative = inhibition, usual class: inhibitors; AID 463254;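 further: potency means the concentration at half of the fitted maximal effect; plate controls were DMSO wells for no effect and full inhibition by NEM control for full effect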
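Cell-free coupled assay: 10nM USP2 core preincubated 30min RT with compound in Tris-HCl pH 8.0/CaCl2/CHAPS buffer, then 25nM Ub-CHOP2 and 25nM reporter substrate; fluorescence (Ex 485/Em 531) read after 60min RT, normalized to NEM inhibition, concentration-response curves fitted.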
PKM2 act = increases activity of human pyruvate kinase M2. purified PKM2, Kinase-Glo ATP luminescence, activation; response scale: 0% is enzyme alone, no compound. 260,000 compounds, 0.34% hits. P14618. Potency, µM (highest dose often 57.5 µM), inactives show top-dose activation, actives largely listed as activators. AID 1631; further: potency means the concentration at half of the fitted maximal effect; nearly all actives have a fitted effect of over 55% in size
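Kinase-Glo luminescence reports ATP generated from ADP (0.1 mM) and PEP (0.5 mM) by purified hPK-M2 after 1 h at room temperature, pH 7.2 imidazole buffer; intermediate enzyme activity allows detecting inhibitors and activators.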
B2AR arrestin = agonists driving beta-arrestin recruitment to human beta2-adrenergic receptor. 330,000 compounds, 0.02% hits. beta-arrestin recruitment to beta2AR, cell-based reporter. AID 492947. P07550. Potency, µM (titrated, usually from 46.1 µM), for inactives: at the top dose activation, actives largely listed as activators;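 further: potency means the concentration at half of the fitted maximal effect; 0% = DMSO controls and full agonism = EC100 isoproterenol or metaproterenol; nearly all actives have a fitted effect of over 65% in size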
GALK inh = inhibitors of human galactokinase; P51570; Purified GALK, Kinase-Glo residual ATP luminescence; 270,000 compounds, 0.007% hits; AID 1868; Potency, µM (doses to about 57.5 µM), inactives show top-dose activity change, negative = inhibition, actives largely listed as inhibitors; further: potency means the concentration at half of the fitted maximal effect
Target sequence (P51570 whole entry, looked up): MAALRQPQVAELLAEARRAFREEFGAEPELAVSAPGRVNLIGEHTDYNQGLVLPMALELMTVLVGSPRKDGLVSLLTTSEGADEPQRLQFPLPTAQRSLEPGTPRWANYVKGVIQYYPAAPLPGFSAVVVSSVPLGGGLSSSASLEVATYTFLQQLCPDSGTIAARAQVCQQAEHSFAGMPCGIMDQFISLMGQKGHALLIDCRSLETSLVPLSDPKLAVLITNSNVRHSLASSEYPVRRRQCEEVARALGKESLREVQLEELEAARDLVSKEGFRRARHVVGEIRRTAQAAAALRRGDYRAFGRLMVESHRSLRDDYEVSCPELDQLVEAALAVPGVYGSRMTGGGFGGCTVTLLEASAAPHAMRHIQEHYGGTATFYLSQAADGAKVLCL
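Quantitative HTS: GALK 5 nM, ATP 35 uM, galactose 100 uM, 1 h room temperature, then luciferase-based ATP detection.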
uPA generation = blocks generation of uPA at the cell surface. cell surface uPA generation assay, qHTS. Potency, µM (series often up to 38.3 µM), for inactives: at the highest dose activity change, negative = inhibition, usual class: inhibitors. 330,000 compounds, 0.31% hits; active means well fitted inhibition curve with a large enough effect; inconclusive means small, poorly fitted or top-dose-only effect; inactive means no such curve, though single readings can be large or run the other way; tested in mouse RAW 264.7 cells; further: potency means the concentration at half of the fitted maximal effect; nearly all actives have a fitted effect of over 55% in size
* hit, by the source's call; ? = inconclusive; · = no result given; [ ] = remark or other dose. Unless noted, the call rests on the fitted dose curve; in most records, active means well fitted curve in the direction sought with a large enough effect; inconclusive means small, poorly fitted or top-dose-only effect, or another doubt; inactive means no such curve, though single readings can be large; an effect the other way counts as inactive or inconclusive. Unless noted, on the % scale 0 is the no-effect control and ±100 the full control effect. No enrichment for hits. Share with any hit: about 2.4%.

SMILES | Eya2 phos inh | Giardia kill | hERG WT inh | KCNH2 3.1 inh | FBPA coupling cs | BCR signal inh | USP2a inh | PKM2 act | B2AR arrestin | GALK inh | uPA generation
CCC(C#CCN1CCCCC1)(CC)OCCC#N | -2% | -1 | -2 | -1 | 1 | 2% | 3% | 4% | -0.2% | -1% | -6%
CN1CCN(CCC(=O)N/N=C/c2ccccc2F)CC1 | 3% | 13 | -14 | -7 | 3 | 5% | 0% | -3% | -0.1% | -1% | 1%
COc1ccc(Cc2nnc(NC(=O)C3CC(=O)N(c4ccccc4C)C3)s2)cc1OC (stereo not given) | -11% | 2 | 3 | -22 | · | ? | -1% | · | 0.0% | · | -6%
COc1ccc(C(OCC(O)CNC(C)c2ccccc2)c2ccc(OC)cc2)cc1 (stereo not given) | 4% | 10 | -14 | -76* | 0 | -1% | 0% | 5% | -0.2% | 14% | -6%
O=C(CN1CCCC1)NC1C2CC3CC(C2)CC1C3 (stereo not given) | 4% | 1 | -1 | 5 | 4 | 1% | -3% | -2% | 0.2% | -2% | -5%
COc1ccc(NC(=O)c2sc3nc(N4CCOCC4)c4c(c3c2N)CC(C(C)C)OC4)c(OC)c1 (stereo not given) | 4% | -9 | -7 | -3 | 2 | -5% | 2% | 3% | -1.0% | 7% | 4%
O=C(NCc1ccco1)c1ccc2c(c1)N(Cc1ccccc1)CCS2 | -9% | -1 | 3 | -5 | -4 | ? | -2% | -6% | 0.9% | 4% | 6%
COc1cccc(NC(=O)CN(C)C(=O)CCCc2nc3ccccc3c(=O)[nH]2)c1 | -3% | -10 | -2 | 3 | · | ? | -3% | · | -0.2% | · | 12%
Cc1nn(C)c(Cl)c1CN1CCCC(C(=O)Nc2ccc(-c3cscn3)cc2)C1 (stereo not given) | -8% | -15 | 7 | 6 | · | -5% | 0% | 6% | -0.4% | -2% | 3%
CC(C)Cc1[nH]c(=O)c(C#N)c2c1CCCC2 | ? | -2 | 19 | -20 | 2 | -17% | 2% | -2% | -0.2% | 0% | -7%
CCN(CC)CCN(C(=O)CN1C(=O)CCC1=O)c1nc2cc3c(cc2s1)OCO3 | -26% | -5 | 4 | 9 | -3 | -4% | 1% | -8% | -0.2% | -1% | -16%
O=C1CC(c2ccccc2)CC2=C1CN(C1CCCCC1)CN2 (stereo not given) | -8% | -5 | 10 | -1 | 1 | 12% | 2% | -1% | 0.0% | 1% | -12%
CCn1nnnc1SCC(=O)Nc1ccc(N(C)C)cc1 | 2% | -7 | 4 | -25 | 1 | 3% | 1% | -1% | 0.1% | -1% | -7%
CC(=O)Oc1cccc(NC(=O)c2ccc3c(c2)C(=O)N(CC(C)C)C3=O)c1 | 5% | -5 | -8 | -13 | 0 | 1% | 5% | · | 0.6% | -2% | 0%
COc1cc(C(=O)NNC(=O)Cc2cccs2)cc(OC)c1OC | -10% | 2 | -3 | 6 | · | 0% | -9% | · | -0.4% | · | 17%
CCOC(=O)CN1N=C(c2ccc(C)cc2)CCC1=O | -29% | -12 | 40 | -5 | 1 | 1% | -1% | · | 0.4% | · | 9%
CC1CCCN(C(=O)c2ccc3nc[nH]c3c2)C1 (stereo not given) | 20%[15.4 µM] | 11 | 3 | 1 | 1 | -2% | 2% | 1% | -0.4% | 2% | 0%
O=C(COc1coc(CN2CCc3ccccc3C2)cc1=O)N1CCOCC1 | 22% | 28 | -4 | -11 | · | 3% | 1% | · | 0.5% | · | -3%
COc1cc(C)ccc1OCCOc1cc(C)ccc1Cl | -6% | -7 | -7 | -6 | -1 | ? | ? | -16% | 0.6% | 4% | -3%
COc1ccc(-c2c(C#Cc3ccsc3)c3cc(-c4ccc5c(c4)OCO5)ccc3n2C)cc1 | 5% | 3 | -2 | 3 | · | 5% | 1% | · | -0.3% | · | 4%
Cn1cccc1C(=O)NC(=O)CSc1cccc[n+]1[O-] | -4% | 9 | -13 | -19 | -10 | ? | 0% | 8% | ? | 6% | 0%
COc1cccc(CC(=O)OCC(=O)NC2CCCCCC2)c1 | -6% | 5 | -5 | 4 | · | -9% | 0% | -8% | -0.6% | -4% | 3%
Cn1c(N2CCCC2)nc2c1c(=O)n(Cc1ccc(Cl)cc1)c(=O)n2C | 9% | 9 | -12 | -4 | 0 | 0% | -1% | -4% | 0.0% | 1% | 2%
O=C(O)C1CCCCC1C(=O)NCc1ccc(Cl)c(Cl)c1 (stereo not given) | 2% | 6 | · | 33 | 0 | 18% | 2% | -7% | 0.0% | 1% | 18%
O=C(Nc1nc2ccccc2[nH]1)c1ccc([N+](=O)[O-])cc1 | -3% | ? | -11 | 10 | -2 | ? | 0% | -12% | 0.0% | 0% | -9%
COCc1cc(=O)[nH]c(SCC(=O)c2ccccc2)n1 | -15% | -14 | -2 | -18 | 3 | ? | 0% | -16% | -0.2% | 4% | -1%
O=C(CN1CCN(S(=O)(=O)c2ccccc2)CC1)Nc1ccc(Cl)c(Cl)c1 | 12% | -20 | -5 | -22 | -1 | -4% | 0% | 3% | 0.3% | -1% | -10%
COc1ccccc1OCCNC(=O)CNC(=O)c1ccc(C(C)(C)C)cc1 | 0% | 6 | -2 | -47 | · | -1% | 4% | · | 0.4% | · | -30%
CN1C2=CC=CC=CC2=[N+](C)C12C=CC(=[N+]([O-])[O-])C=C2[N+](=O)[O-] (stereo not given) | 20% | ? | 7 | -4 | -17 | ? | 6% | 4% | -0.1% | 3% | -5%
CCOc1ccc(S(=O)(=O)N2CCC(C(=O)N3CCN(Cc4ccccc4)CC3)CC2)cc1 | -19% | -21 | -19 | 4 | 2 | 0% | 0% | -1% | -0.8% | 4% | -13%
COCC1CCN(C(=O)C2CCC(=O)N(C3CCCCCC3)C2)CC1 (stereo not given) | -4% | 13 | -12 | -12 | · | -4% | 0% | -1% | -0.3% | -1% | -8%
COc1ccccc1NC(=S)NCc1ccc2c(c1)cc(C)n2C | -9% | 7 | -9 | -1 | -1 | 5% | 12% | -25% | 0.1% | -2% | 0%
CCOC(=O)c1cnc2c(cnn2C)c1Oc1ccc(OC)cc1 | 1% | 9 | -1 | 11 | 0 | 0% | 0% | 3% | -0.2% | -1% | -5%
CCOC(=O)C1CCCN(S(=O)(=O)c2c(C)noc2C)C1 (stereo not given) | 0% | 6 | 8 | -5 | · | 4% | 5% | 2% | 0.2% | -2% | -6%
COc1ccccc1OCC(=O)N/N=C/c1cccc2cccnc12 | -18% | 17 | -10 | · | · | ? | -9% | 0% | -0.1% | 3% | -7%
COCC(=O)N/N=C\c1ccccc1OC/C=C/c1ccccc1 | 15% | -8 | ? | 3 | · | 9% | -1% | -14% | 0.0% | -6% | ?
N#CC1=C(S)N(c2ccc(F)cc2)C(c2ccco2)NC1=O (stereo not given) | -1% | -12 | 2 | 4 | 5 | ? | -1% | 6% | 0.5% | -1% | -2%
COc1ccccc1OCc1ccc(C(=O)OCC2CCCO2)o1 (stereo not given) | -5% | -9 | -13 | -15 | 5 | ? | -1% | 7% | -0.2% | 1% | 1%
Cn1c(N)c(C(=O)COC(=O)/C=C/c2ccccc2F)c(=O)n(C)c1=O | -1% | -6 | -12 | 8 | · | ? | 1% | · | -0.2% | · | 1%
COC(=O)Cc1ccc(N(Cc2ccccc2F)S(=O)(=O)c2ccc(C)cc2)cc1 | -10% | -1 | 35 | · | -4 | 2% | 2% | -5% | 0.1% | · | -4%

An excerpt from above in order of their number in PKM2 act, smallest number first.
| SMILES | Eya2 phos inh | BCR signal inh | PKM2 act | B2AR arrestin | GALK inh | uPA generation |
| --- | --- | --- | --- | --- | --- | --- |
| COc1cccc(CC(=O)OCC(=O)NC2CCCCCC2)c1 | -6% | -9% | -8% | -0.6% | -4% | 3% |
| O=C(CN1CCCC1)NC1C2CC3CC(C2)CC1C3 (stereo not given) | 4% | 1% | -2% | 0.2% | -2% | -5% |
| Cc1nn(C)c(Cl)c1CN1CCCC(C(=O)Nc2ccc(-c3cscn3)cc2)C1 (stereo not given) | -8% | -5% | 6% | -0.4% | -2% | 3% |

Later entries:
SMILES | Eya2 phos inh | Giardia kill | hERG WT inh | KCNH2 3.1 inh | FBPA coupling cs | BCR signal inh | USP2a inh | PKM2 act | B2AR arrestin | GALK inh | uPA generation
CC(C)(C)NC(=O)C(c1ccc(OCC(N)=O)cc1)N(C(=O)c1cccnc1)C1CC1 (stereo not given) | 6% | 1 | -2 | 8 | 1 | -8% | 0% | -2% | -0.6% | 0% | -1%
CC1CCC/C(=C\Nc2ccccc2C(=O)O)C1=O (stereo not given) | -2% | -4 | -11 | -16 | -3 | ? | 1% | 0% | -0.2% | 3% | ·
Cc1cccc(NC(=O)c2cc[n+]([O-])cc2)c1C | 1% | -4 | -3 | -1 | 0 | 0% | -1% | 8% | -0.2% | -1% | -1%
C/C(=N/OCC(=O)Nc1ccc(C)cc1C)c1cccs1 | -11% | -10 | -9 | -2 | 1 | 13% | 0% | 5% | -0.1% | -2% | 1%
